EBV LMP1 NFkB – EBV LMP1-driven NF-kappaB luciferase reporter inhibitors, primary screen, cell-based, luminescence, single point | inhibition, % at 12.5 µM | LMP1-induced NF-kappaB luciferase reporter cells | 350,000 compounds, 0.69% hits | AID 504558, 2011; in the data active = inhibition above about 41%;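 note: 0% = neutral control wells and 100% = reference inhibitor control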
NR5A2 inv ag – LRH-1 (NR5A2) inverse agonists, primary screen, cell-based, luminescence, HEK293T, StAR-luciferase reporter; Nuclear receptor subfamily 5 group A member 2 (Homo sapiens), O00482; LRH-1 transfected, 24 h; inhibition, % at 3.6 µM; 360,000 compounds, 0.13% hits; AID 602396, 2012;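 active = inhibition above the mean inhibition of all tested compounds plus 3 SD, cut at about 73% in these data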;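 note: 0% = DMSO wells and 100% = reporter-only cells lacking LRH-1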
TWEAK Fn14 block – inhibitors of TWEAK-Fn14 signaling, primary screen, luciferase reporter cells, uHTS. TWEAK-stimulated Fn14 reporter cells, luciferase luminescence, 8 h. inhibition, % at 10 µM. 360,000 compounds, 2% hits; in the data active = inhibition above about 50%
NR2F2 inh – NR2F2 transcriptional activity inhibitors, primary screen, cell-based, luciferase reporter, HEK293T, luminescence | COUP transcription factor 2 (Homo sapiens), P24468 | HEK293T NGFI-A luciferase reporter | inhibition, % at 8.6 µM | 370,000 compounds, 0.7% hits | AID 686940, 2013;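 active = inhibition above a per-plate cutoff, mean inhibition of test wells between control levels plus 3 SD, cut at about 38% in these data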;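 note: cells cotransfected with COUP-TFII expression vector driving the NGFI-A reporter; 0% = median of COUP-TF2 test wells and 100% = reporter-only cells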
SRC2 inh – inhibition of GAL4-SRC2 driven luciferase reporter, primary screen, SRC2 inhibitor project, cell-based, luminescence; inhibition, % at 9 µM; 370,000 compounds, 0.17% hits; HEK293 GAL4-SRC2 luciferase reporter;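 active = inhibition above the mean inhibition of all tested compounds plus 3 SD, set per campaign, cut at about 52% in these data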;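 note: 0% = DMSO treated cells and 100% = cells given Gossypol at 36 µM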
TROY NFkB inh – inhibitors of TROY-driven NF-kB signaling, primary screen, Q293 LMP1-TROYcd cells, NF-kB luciferase, uHTS; inhibition, % at 10 µM; 360,000 compounds, 0.98% hits; Q293 LMP1-TROYcd NF-kB luciferase reporter, 4 h; AID 1347056, 2019;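 active = compounds whose plate-normalised and pattern-corrected inhibition of the luciferase reporter signal at the single screening dose is 50% or more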
CF NFkB inh – inhibitors of PAF-induced NF-kB signaling, primary screen, cell-based, GFP fluorescence, uHTS; KKLEB NF-kB-GFP reporter, GFP fluorescence overnight; inhibition, % at 5 µM; 360,000 compounds, 0.86% hits; AID 588850, 2011;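 active = at least 50% inhibition at 5 µM, scaled per plate between neutral and stimulator controls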;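 note: PAF is a Pseudomonas aeruginosa culture filtrate used as stimulus; plate controls were PAF-stimulated DMSO wells for no effect and unstimulated DMSO wells for full effect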
C8 TRAIL sens – viability loss with TRAIL in NB7+C8 cells, primary screen, TRAIL sensitizer project, cell-based, ATPlite luminescence | AID 624354, 2012 | 360,000 compounds, 1% hits | inhibition (viability loss, TRAIL sensitization), % at 10 µM;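 active = compounds causing at least 50% loss of cell viability in the single-dose screen, relative to plate controls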
NCOA3 inh – SRC3 coactivator transcriptional activity inhibitors, primary screen, cell-based, luminescence | inhibition, % at 3.6 µM | HEK293 GAL4-SRC3 luciferase reporter | Nuclear receptor coactivator 3 (Homo sapiens), Q9Y6Q9 | 360,000 compounds, 0.17% hits;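 active = inhibition above a per-campaign cutoff, the mean of all compounds plus 3 SD, cut at about 60% in these data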;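 note: 0% = DMSO-treated cells and 100% = gossypol-treated cells at 36 µM; higher means less SRC3-driven luciferase light from the GAL4 reporter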
Target sequence (Q9Y6Q9 whole entry, looked up, the tested form may be a part): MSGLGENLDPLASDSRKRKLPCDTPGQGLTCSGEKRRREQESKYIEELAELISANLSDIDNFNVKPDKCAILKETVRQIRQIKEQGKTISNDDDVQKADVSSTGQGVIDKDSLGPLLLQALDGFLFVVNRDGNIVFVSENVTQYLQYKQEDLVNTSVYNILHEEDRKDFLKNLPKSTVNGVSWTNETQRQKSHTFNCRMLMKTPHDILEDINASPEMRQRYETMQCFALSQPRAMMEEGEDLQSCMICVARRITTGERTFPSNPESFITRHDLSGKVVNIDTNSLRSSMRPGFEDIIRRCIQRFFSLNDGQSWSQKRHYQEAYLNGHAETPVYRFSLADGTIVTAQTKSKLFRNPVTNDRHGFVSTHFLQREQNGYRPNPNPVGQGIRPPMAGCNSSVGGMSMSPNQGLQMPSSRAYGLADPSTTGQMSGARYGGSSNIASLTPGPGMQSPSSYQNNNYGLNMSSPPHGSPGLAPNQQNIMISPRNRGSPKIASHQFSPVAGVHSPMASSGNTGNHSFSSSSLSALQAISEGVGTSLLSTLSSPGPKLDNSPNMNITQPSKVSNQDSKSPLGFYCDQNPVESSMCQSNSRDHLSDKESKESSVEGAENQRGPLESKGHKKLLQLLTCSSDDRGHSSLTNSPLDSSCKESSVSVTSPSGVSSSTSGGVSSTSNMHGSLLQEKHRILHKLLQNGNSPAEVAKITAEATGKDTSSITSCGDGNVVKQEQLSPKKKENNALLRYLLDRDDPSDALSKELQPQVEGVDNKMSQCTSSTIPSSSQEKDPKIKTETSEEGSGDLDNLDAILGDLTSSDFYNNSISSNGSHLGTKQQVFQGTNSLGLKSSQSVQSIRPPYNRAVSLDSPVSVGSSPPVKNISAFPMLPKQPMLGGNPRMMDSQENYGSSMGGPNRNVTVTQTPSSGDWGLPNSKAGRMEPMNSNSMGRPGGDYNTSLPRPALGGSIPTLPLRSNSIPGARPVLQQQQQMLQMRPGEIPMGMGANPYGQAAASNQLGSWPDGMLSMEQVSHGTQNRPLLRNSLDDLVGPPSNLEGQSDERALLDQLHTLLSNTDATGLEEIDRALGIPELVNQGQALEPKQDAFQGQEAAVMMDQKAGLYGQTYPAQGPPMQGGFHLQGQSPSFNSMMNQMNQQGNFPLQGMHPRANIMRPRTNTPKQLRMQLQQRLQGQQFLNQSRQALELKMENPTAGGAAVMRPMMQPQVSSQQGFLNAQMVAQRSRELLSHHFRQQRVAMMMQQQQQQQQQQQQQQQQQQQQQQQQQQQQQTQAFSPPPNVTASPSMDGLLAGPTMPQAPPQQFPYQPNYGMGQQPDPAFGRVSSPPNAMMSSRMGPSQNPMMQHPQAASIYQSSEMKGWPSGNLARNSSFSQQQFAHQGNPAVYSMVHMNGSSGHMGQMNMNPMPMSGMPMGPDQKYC
SRC1 inh – SRC1 coactivator transcriptional activity inhibitors, primary screen, cell-based, luminescence; HEK293 GAL4-SRC1 luciferase reporter; inhibition, % at 3.6 µM; 360,000 compounds, 0.12% hits; AID 588354, 2011;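 active = inhibition above the campaign mean plus 3 SD, with each screening campaign given its own cutoff, cut at about 60% in these data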;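 note: 0% = DMSO treated cells and 100% = gossypol at 36 µM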
KKLEB cytotox – cytotoxicity in KKLEB CF airway cells, primary screen, cytotoxicity control for CF NF-kB inhibitor project, cell-based, uHTS, fluorescence assay plates. 360,000 compounds, 0.36% hits. activity change (cytotoxicity), % at 5 µM. AID 602141, 2011. KKLEB CF airway cells viability, ATPlite luminescence, overnight; stronger effect = lower value; cells stimulated with P. aeruginosa culture filtrate;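 active = corrected activity change at or below -50% at 5 µM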
* = called active by the depositor; . = no result given.

SMILES	EBV LMP1 NFkB	NR5A2 inv ag	TWEAK Fn14 block	NR2F2 inh	SRC2 inh	TROY NFkB inh	CF NFkB inh	C8 TRAIL sens	NCOA3 inh	SRC1 inh	KKLEB cytotox
CC(C)NS(=O)(=O)c1ccc(CCC(=O)N2CCC(C(N)=O)CC2)cc1	-12	-17	-13	-11	2	11	7	-1	-5	12	-1
CCCCn1c(NC(=O)c2ccccc2)nc2ccccc21	8	2	-10	-6	-10	-5	7	4	6	-16	4
Cc1ccc(NC(=O)C(C)OC(=O)c2ccc(Cl)nc2)cc1S(=O)(=O)N1CCOCC1 (configuration not stated)	-8	4	16	13	-22	-16	-7	14	-15	-10	-4
O=C(Cn1cnc2sc(-c3ccccc3)cc2c1=O)NCc1ccccc1	-8	-4	10	-4	17	-7	17	18	0	-2	-18
COC(=O)c1ccc(OC)c(OC2CCCC2)c1	-8	3	-24	-2	-37	-12	14	-2	16	2	-22
CNC(=S)N1CCC(NC(=O)C23CC4CC(CC(C4)C2)C3)CC1	-4	11	-31	1	-12	2	12	-10	14	-2	1
CCC(C)NC(=O)c1cn(CC)c2cc(N3CCN(C)CC3)c(F)cc2c1=O (configuration not stated)	.	-2	4	25	2	-2	4	-10	15	-7	-1
COc1cc(C(=O)OCC(=O)NCc2ccco2)cc(OC)c1OC	0	8	7	14	-9	-18	-6	2	15	9	-2
O=C(O)c1ccc(NC(=S)NC2CCCCC2)cc1	-3	2	20	-8	-16	11	16	-3	7	-3	4
O=S(=O)(c1cnc[nH]1)N1CCCCCC1	-10	-15	-1	-10	-9	8	5	6	6	-12	-2
Cc1occc1-c1nnc(SCC(=O)N(C)c2ccccc2)o1	-9	4	-5	-7	-6	9	-1	-12	-5	-15	-6
CC1CCCCN1S(=O)(=O)c1ccc(C(=O)Nc2ccccc2-c2nc3ccccc3[nH]2)cc1 (configuration not stated)	-4	16	53*	-4	31	26	22	17	-21	3	-4
O=C(NCc1ccc2c(c1)OCO2)C1CCCN1S(=O)(=O)c1ccc(F)cc1 (configuration not stated)	2	-7	0	5	-6	7	-2	-6	-20	-1	10
O=C1CCN(CCc2ccccc2)CCN1CCOc1ccccc1	-3	-6	0	1	-29	-20	4	6	-23	-11	1
O=C(NCCCn1ccnc1)c1cn(-c2ccccc2)nc1-c1ccccc1	-3	-11	-4	-19	-22	-8	3	2	10	-10	5
CCCc1c(O)nc(SC2CC(=O)N(c3cc(OC)ccc3OC)C2=O)[nH]c1=O (configuration not stated)	6	9	-9	4	-10	18	-15	-2	16	-3	10
Cc1csc(-c2cc(C(=O)NCc3ccc(F)cc3)n[nH]2)c1	.	-13	5	-1	-4	-10	-13	1	-1	1	4
Cc1cc(N/C=C/C(=O)c2ccc(Br)cc2)no1	-28	-38	-22	-32	-16	-47	-12	-5	-30	-43	5
Cc1cccc(C)c1NC(=O)c1cccc2c1C(=O)N(C1CCCCC1)C2	-4	1	-11	.	.	3	-12	7	8	8	-10
Cc1ccccc1Nc1nc(N)nc(CN2CCN(c3ccccn3)CC2)n1	0	-4	-20	15	-12	-5	-9	45	2	-4	-22
Cn1cnnc1Sc1ccc(C(=O)OCC(=O)Nc2ccccc2)cc1[N+](=O)[O-]	-4	-3	18	0	-1	8	-1	0	-5	-4	-3
COc1cccc(CN(C)C(=O)CC[C@H]2O[C@@H](n3ccc(=O)[nH]c3=O)[C@H](O)[C@@H]2O)c1	.	-6	10	-1	0	12	-4	0	-2	8	9
COc1cc(C(=O)Nc2cccc(-c3nc4cc(C)ccc4o3)c2)cc(OC)c1OC	6	-2	28	3	8	6	33	20	9	-21	5
O=C(N/N=C/c1cccc(F)c1)c1csc2c1CCCC2	-8	-229	-3	-49	-79	-44	-3	1	-56	-98	9
COc1ccc(/C=N/NC(=O)CN2CCS(=O)(=O)CC2)cc1	-11	-18	1	-4	18	11	-6	-5	9	-8	9
Cc1ccc(C)c(N2N=C(C(=O)Nc3ccc(N4CCOCC4)cc3)CCC2=O)c1	-3	3	1	3	-2	2	-5	1	-8	-8	4
NNC(=O)CNC(=O)c1ccccc1F	-1	-3	-9	-3	-25	3	-17	-3	-3	-16	1
Cc1ccccc1OCc1ccc(C(=O)N2CC(C)OC(C)C2)o1 (configuration not stated)	4	-11	23	-4	-8	0	4	-1	4	1	-4
COc1cccc(CC(NC(C)=O)C(=O)NC2CCN(C(=O)c3ccc(Cl)cc3)CC2)c1 (configuration not stated)	1	2	16	-1	-2	-6	2	-6	2	8	-15
COc1ccc(NC(=O)NCCN2C(=O)C3C4C=CC(C4)C3C2=O)cc1 (configuration not stated)	-12	-60	0	-30	-51	-49	-29	2	-56	-77	22
CCC(CC)C(=O)Nc1c(C)n(C)n(-c2ccccc2)c1=O	-4	6	-1	19	9	-22	1	-2	20	14	1
Cc1ccc(NC(=S)N/N=C/c2ccc(OCCC(C)C)cc2)c(C)c1	3	-16	-7	-11	-20	5	-13	2	-7	-2	-21
O=C(OC1CCc2ccccc2C1=O)c1ccccc1O (configuration not stated)	-1	-6	-7	13	-35	-25	13	-10	-48	-9	7
Cc1noc(C)c1COc1ccc(C(=O)OCC(=O)NC2CCCCC2C)cc1 (configuration not stated)	5	-2	12	13	0	3	-5	13	5	-2	-3
COc1ccc(N=c2oc3cc(O)ccc3cc2C(=O)NCC2CCCO2)cc1 (configuration not stated)	8	-47	-18	-15	-24	-60	-12	-4	-15	-12	13
Cc1nnc(NC(=O)c2ccc(S(=O)(=O)N(C)Cc3ccccc3)cc2)o1	7	0	11	.	.	-1	-10	22	2	0	4
CC(=O)Nc1cccc(C(=O)OC(C(=O)c2ccc(C)cc2)c2ccccc2)c1 (configuration not stated)	-9	8	8	11	14	-4	-5	-4	3	-30	17
Cc1onc(-c2ccccc2)c1-c1ccnc(N)n1	12	5	-7	5	28	-15	34	2	22	5	-7
CCCCNC(=O)COC(=O)c1c2c(nc3ccccc13)/C(=C/c1cccs1)CC2	-15	46	15	31	-8	-17	-16	10	-15	-2	-6
Cc1cc(C)cc(CC2CC(=O)N(c3nc(C)cc(C)n3)C2=O)c1 (configuration not stated)	2	4	2	-1	-13	4	8	-2	-6	-85	-4
COc1cc(CNC(C)(C)CO)cc(Br)c1OCc1ccc(Cl)cc1	-10	-8	-17	-2	16	-10	13	8	16	-3	-11
CCNC(=O)C(=O)Nc1ccc([N+](=O)[O-])cc1	-11	-4	2	-1	-15	-13	-14	3	1	-1	2
COc1cc(NC(=O)C/C(C)=N/NC(=O)C(OC)c2ccccc2)c(OC)cc1Cl (configuration not stated)	-1	-2	10	13	18	-7	5	24	8	12	-11
O=C(CN1C(=O)NC2(CCCCC2)C1=O)Nc1ccc(N2CCCCC2)cc1	-12	-8	-3	10	-2	-5	-13	-7	-18	-6	9
O=C1CSC(c2cccc([N+](=O)[O-])c2)N1Cc1ccccc1 (configuration not stated)	8	-26	6	14	-14	-3	-4	-6	-16	19	-6

One compound at a time, from the list above. Order of screens: EBV LMP1 NFkB	NR5A2 inv ag	TWEAK Fn14 block	NR2F2 inh	SRC2 inh	TROY NFkB inh	CF NFkB inh	C8 TRAIL sens	NCOA3 inh	SRC1 inh	KKLEB cytotox
O=C(N/N=C/c1cccc(F)c1)c1csc2c1CCCC2 is listed with -8	-229	-3	-49	-79	-44	-3	1	-56	-98	9
O=C(O)c1ccc(NC(=S)NC2CCCCC2)cc1 is listed with -3	2	20	-8	-16	11	16	-3	7	-3	4

New compounds follow.
SMILES	EBV LMP1 NFkB	NR5A2 inv ag	TWEAK Fn14 block	NR2F2 inh	SRC2 inh	TROY NFkB inh	CF NFkB inh	C8 TRAIL sens	NCOA3 inh	SRC1 inh	KKLEB cytotox
N#Cc1ccccc1C[C@H](N)C(=O)NC[C@H]1O[C@@H](n2ccc(N)nc2=O)[C@H](O)[C@@H]1O	1	-1	2	5	-7	8	-11	-12	14	0	8
CCOC(=O)C1CCN(c2ncnc3c2cnn3-c2ccc(Cl)cc2)CC1	25	6	52*	6	6	-1	-11	35	18	-14	13
COc1ccc(CC(N)c2csc(NC(=O)c3ccccc3)n2)cc1 (configuration not stated)	.	1	-4	15	-14	3	11	4	11	-2	-6
COCCOCC(O)CN1CCN(c2ccc(C)cc2)CC1 (configuration not stated)	-5	1	-12	-22	8	2	-9	-6	19	3	1
CC1CCN(C(=O)C(C)Sc2nc(-c3ccccc3)cc(C(F)(F)F)n2)CC1 (configuration not stated)	7	10	3	-5	-1	8	-7	2	8	24	4
O=C(CSc1nc2ccccc2c(=O)n1CCCO)NC1CC1	5	5	2	7	-6	-4	8	6	-4	-13	-4
CNc1ccn(C2CCCO2)c(=O)n1 (configuration not stated)	-3	-14	11	14	-22	3	9	9	7	-6	-11
N/C(=N\OC(=O)CCCOc1ccc(Cl)cc1Cl)c1ccccn1	-3	-11	-24	6	3	-21	21	-6	2	-6	-3
COc1ccc(OC)c(-c2csc(N(C)C(=O)c3ccco3)n2)c1	10	1	-8	17	-17	-19	9	8	-4	-25	1
COCCN(C(=O)CSCc1ccccc1)c1c(N)n(Cc2ccccc2)c(=O)[nH]c1=O	5	-10	7	10	-10	0	-15	1	-15	0	1
COc1ccccc1C1=NOC(COC(=O)c2ccc(Br)cc2)C1 (configuration not stated)	-1	5	7	0	-2	-28	4	1	14	10	12
CCOC(=O)c1ccc(NC(=O)CNS(=O)(=O)c2ccccc2)cc1	-3	-2	-8	-2	-1	-25	-2	0	-2	-8	6
O=C(COC(=O)/C=C/c1ccc(Cl)cc1Cl)Nc1cccc(S(=O)(=O)NC2=NCCC2)c1	6	-28	2	-11	-22	0	-20	-2	14	9	12
Cc1cc([N+](=O)[O-])nn1CC(=O)N/N=C/c1ccccc1O	-1	13	-21	15	-10	-9	5	11	14	8	4
Cc1ccc(S(=O)(=O)Nc2ccc(S(=O)(=O)Nc3ncccn3)cc2)cc1	-3	-9	9	0	-2	-6	21	-2	8	4	0
O=C(NCc1ccc(OC(F)(F)F)cc1)C1CC(c2cccc(F)c2)=NO1 (configuration not stated)	-4	-9	-2	-3	-4	15	-18	-7	-6	-4	5
O=C(Cc1ccc(Br)cc1)N/N=C/c1ccc(-c2cccc(C(=O)O)c2)o1	-7	-22	-16	0	-2	-45	-1	-12	-20	-22	5
COc1ccc(C(=O)COC(=O)CSCc2c(C)noc2C)cc1OC	-5	1	-25	4	0	-9	-7	-3	-13	-8	-2
Cc1nn(-c2ccccc2)c(C)c1CN	-2	-2	-5	2	9	-10	-11	0	1	0	7

From PubChem
